697 NFkB inh: inhibitors of PMA/ionomycin-induced NF-kB reporter, 697 cells, primary screen, B-cell NF-kB inhibitor project, cell-based, luminescence, uHTS; 697 B-cell NF-kB luciferase reporter, 16 h; inhibition, % at 4 µM; 330,000 compounds, 0.33% hits; AID 435022, 2010; in the data active means inhibition above about 35%
UBC13 inh: UBC13 polyubiquitin chain formation inhibitors, primary screen, biochemical, TR-FRET, uHTS. Ubiquitin-conjugating enzyme E2 N (Homo sapiens), P61088. inhibition, % at 20 µM. 330,000 compounds, 0.47% hits; in the data active means inhibition above about 45%, passing the limit was not always enough
Target sequence (P61088 whole entry, looked up): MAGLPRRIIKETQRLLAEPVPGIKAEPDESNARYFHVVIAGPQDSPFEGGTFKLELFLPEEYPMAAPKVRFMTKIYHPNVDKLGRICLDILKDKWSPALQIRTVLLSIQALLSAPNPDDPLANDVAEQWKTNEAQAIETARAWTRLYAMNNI
APJ antagonist: antagonists of human apelin receptor APJ, primary screen, CHO-K1 cells, beta-arrestin complementation, luminescence. 330,000 compounds, 0.32% hits. P35414. inhibition, % at 20 µM. AID 2521, 2010;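 active means inhibition above about 40% at 20 µM, limit read from the data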;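 further: cells challenged with 10 nM apelin-13 agonist together with compound; plate controls were apelin-13 plus DMSO wells for no effect and DMSO wells lacking apelin-13 for full effect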
EBI2 block: EBI2 receptor antagonists, beta-arrestin recruitment, primary screen, cell-based, luminescence, 7a,25-OHC stimulation, uHTS | G-protein coupled receptor 183 (Homo sapiens), P32249 | 7a,25-OHC stimulated | 360,000 compounds, 0.81% hits | inhibition, % at 5 µM; in the data active means inhibition above about 38%;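 further: enzyme fragment complementation signal reports receptor beta-arrestin coupling in cells; 0% = agonist plus DMSO wells and 100% = wells without agonist; some results beyond the cut were filed as inactive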
CXCR6 inh: CXCR6 receptor inhibitors, primary screen, cell-based, beta-arrestin, luminescence, CHO-K1 PathHunter, 1536-well; inhibition, % at 20 µM; C-X-C chemokine receptor type 6 (Homo sapiens), O00574; 360,000 compounds, 0.36% hits; AID 602244, 2012; in the data active means inhibition above about 34%, passing the limit was not always enough;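 further: antagonist mode with CXCL16 agonist at 10 nM final; 0% = 10 nM CXCL16 with DMSO and 100% = unstimulated wells without agonist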
Target sequence (O00574 whole entry, looked up): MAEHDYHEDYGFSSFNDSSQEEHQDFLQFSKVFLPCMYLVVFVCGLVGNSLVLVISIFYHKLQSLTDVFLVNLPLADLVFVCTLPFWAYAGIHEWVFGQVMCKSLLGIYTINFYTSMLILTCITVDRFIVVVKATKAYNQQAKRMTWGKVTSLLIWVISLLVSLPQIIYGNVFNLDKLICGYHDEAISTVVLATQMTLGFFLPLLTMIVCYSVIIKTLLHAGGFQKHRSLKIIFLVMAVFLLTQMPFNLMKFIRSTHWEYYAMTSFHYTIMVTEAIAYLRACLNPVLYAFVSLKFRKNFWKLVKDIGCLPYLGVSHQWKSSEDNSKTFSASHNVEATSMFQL
Jurkat NFkB inh: inhibitors of induced NF-kB luciferase reporter, primary screen, TCR NF-kB activation inhibitor project, cell-based, luminescence, uHTS. Jurkat, PMA/ionomycin-induced NF-kB luciferase reporter. inhibition, % at 4 µM. 330,000 compounds, 0.53% hits; in the data active means inhibition above about 50%
CCR6 antagonist: CCR6 receptor antagonists, primary screen, cell-based, CHO-K1, luminescence, beta-arrestin, uHTS | C-C chemokine receptor type 6 (Homo sapiens), P51684 | CHO-K1 CCR6 PathHunter beta-arrestin, CCL20-stimulated | inhibition, % at 20 µM | 340,000 compounds, 0.49% hits;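 active means compounds whose inhibition of the agonist-driven luminescence signal at 20 µM reaches about 50%, limit read from the data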;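 further: cells stimulated with CCL20 at 14 nM final; plate controls were DMSO with CCL20 for no effect and DMSO without agonist for full effect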
Target sequence (P51684 whole entry, looked up): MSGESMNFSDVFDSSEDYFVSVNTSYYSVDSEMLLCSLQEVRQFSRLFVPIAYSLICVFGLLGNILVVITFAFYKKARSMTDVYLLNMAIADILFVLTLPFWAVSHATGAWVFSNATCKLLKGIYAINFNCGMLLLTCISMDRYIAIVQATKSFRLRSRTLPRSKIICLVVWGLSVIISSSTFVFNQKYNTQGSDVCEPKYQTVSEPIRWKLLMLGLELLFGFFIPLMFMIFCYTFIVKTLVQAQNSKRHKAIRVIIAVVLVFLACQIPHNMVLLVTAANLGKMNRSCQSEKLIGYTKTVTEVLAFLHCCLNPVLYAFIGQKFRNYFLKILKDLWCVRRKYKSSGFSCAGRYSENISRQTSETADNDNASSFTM
Gli-Sufu antag: Gli-Sufu pathway antagonists, primary screen, luciferase luminescence, Sufu-KO-LIGHT cells, uHTS; Sufu-KO-LIGHT fibroblasts, Gli luciferase reporter luminescence; inhibition, % at 5 µM; 340,000 compounds, 0.74% hits;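 active means inhibition above about 55%, limit read from the data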;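 further: 0% = DMSO-treated cells and 100% = wells with medium but no cells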
* = called active by the depositor; . = no result given. Rows were taken by chance; any-hit rate near 3%.

SMILES	697 NFkB inh	UBC13 inh	APJ antagonist	EBI2 block	CXCR6 inh	Jurkat NFkB inh	CCR6 antagonist	Gli-Sufu antag
O=C(COc1ccccc1)N(Cc1ccccc1)c1nc(-c2ccccc2)cs1	-27	-13	-10	24	-8	-5	16	7
COc1ccc(C2C(C(=O)c3ccccc3)=C(C)Nc3nc4ccccc4n32)c(OC)c1 (stereo unspecified)	-35	-6	-49	9	10	-12	6	9
COc1ccc(C(=O)Nc2ccc3[nH]ncc3c2)cc1OC	-10	8	16	6	3	-3	3	-14
COc1ccc(NC(=O)CCc2ccccc2)cc1S(=O)(=O)N1CCCCC1	-9	-7	14	2	9	11	0	6
O=C(CSc1nnc(NC(=O)c2cccc(Cl)c2)s1)NCC1CCCO1 (stereo unspecified)	8	10	5	-9	0	9	10	-12
O=C(CSc1nc(=O)n2ccccc2n1)N1CCCc2ccccc21	14	-6	21	-10	3	5	6	-1
CC1CCCCN1C(=O)CN1CCC(c2nc3ccc(Cl)cc3[nH]2)CC1 (stereo unspecified)	12	0	-11	4	4	0	1	37
CC1=C(CCN2CCN(C3CCCC3)C(CCO)C2)C(C)(C)CCC1 (stereo unspecified)	13	16	18	1	2	-5	-4	26
COc1ccc2sc(-c3ccc(N(C)C)cc3)c(C#CCO)c2c1	-72	16	-34	-9	-29	-65	-34	-4
CCCn1c(-c2ccc(F)cc2)n[nH]c1=S	18	5	2	-11	-10	-6	-7	-2
COc1ccc(OC)c(CNc2ccc([N+](=O)[O-])cc2C)c1	-3	-5	22	20	6	2	28	10
C=C1CCN([C@@H](Cc2ccccc2)C(=O)NCc2ccc(Cl)c(Cl)c2)S(=O)(=O)c2ccccc21	-28	4	-77	26	3	3	7	2

The list goes on (four carried over from the part before).
SMILES	697 NFkB inh	UBC13 inh	APJ antagonist	EBI2 block	CXCR6 inh	Jurkat NFkB inh	CCR6 antagonist	Gli-Sufu antag
COc1ccc2sc(-c3ccc(N(C)C)cc3)c(C#CCO)c2c1	-72	16	-34	-9	-29	-65	-34	-4
CCCn1c(-c2ccc(F)cc2)n[nH]c1=S	18	5	2	-11	-10	-6	-7	-2
COc1ccc(OC)c(CNc2ccc([N+](=O)[O-])cc2C)c1	-3	-5	22	20	6	2	28	10
C=C1CCN([C@@H](Cc2ccccc2)C(=O)NCc2ccc(Cl)c(Cl)c2)S(=O)(=O)c2ccccc21	-28	4	-77	26	3	3	7	2
O=C(CCN1C(=O)/C(=C/c2ccccc2F)SC1=S)NCCCN1CCOCC1	-24	1	-28	1	-15	-12	3	-26
COc1cccc(NC(=O)C(Sc2nnc(-c3ccncc3)n2-c2ccc(Cl)cc2)c2ccccc2)c1 (stereo unspecified)	15	2	13	28	12	0	-4	1
COc1ccccc1-n1nnnc1SCC(=O)N1CCCC1=O	15	-9	-44	1	-4	13	2	5
Cn1c(N)c(C(=O)CN2CCc3ccccc3C2)c(=O)n(C)c1=O	15	1	-14	-3	-5	-3	7	1
COC(=O)c1sccc1NC(=O)Nc1cc(C)ccc1C	5	-1	5	-6	0	9	25	-5
Cc1cccc(CC2(O)C(=O)Nc3ccccc32)n1 (stereo unspecified)	.	.	.	-3	4	.	3	2
COc1cc(CCc2ccccc2)c(C(=O)O)c(O)c1C/C=C(/C)CCC=C(C)C	-6	.	.	-2	14	.	31	47
O=C(COC(=O)c1cc[n+]([O-])cc1)Nc1ccc([N+](=O)[O-])cc1C(F)(F)F	11	-6	-11	-7	-13	0	-9	-7
FC(F)Oc1ccc(NC(=S)NCC2COc3ccccc3O2)cc1 (stereo unspecified)	5	9	4	-5	5	-7	8	-13
Cc1cc(/C=C2/C(=N)N3C(c4ccccc4)=CSC3=NC2=O)c(C)n1-c1ccc(Cl)cc1	.	.	.	1	-4	.	8	6
CCOc1ccc2nc(SCCNS(=O)(=O)c3ccccc3)sc2c1	-15	-4	7	13	-13	-6	6	-10
O=C(NCc1nnc(SCC(=O)N2CCCC2)o1)c1ccccc1F	16	-2	16	-4	0	7	5	-3
COc1ccccc1NC(=O)C1(C)Cc2ccccc2C(=O)O1 (stereo unspecified)	-14	8	4	-8	1	-9	4	-10
CC(=O)N1CCc2cc(S(=O)(=O)NC3CCCCC3)ccc21	-5	6	-2	1	-3	9	7	16
O=C(NC1(C(=O)NC2CCCCC2)CCCCC1)c1ccc2c(c1)OCO2	15	5	0	0	9	-1	8	4
COc1ccc(-c2ccc([C@H]3[C@@H]4C=CCC[C@@]4(C)C(=O)N3Cc3ccccc3)c(F)c2)cc1OC	2	10	12	37	13	7	4	6
Cc1cc(C(=O)NCc2cccs2)n(-c2ccccc2)n1	5	-1	13	0	-2	3	-7	-12
COCc1c(C(=O)N/N=C(/C)c2cccs2)nnn1-c1nonc1N	12	11	-8	6	5	1	-5	-26
CCCCN1C(=O)C(=O)N(CC(=O)Nc2sc(C)c(C)c2C(=O)OC)C1=O	5	2	-1	-1	-11	-14	-1	2
O=C(Cc1cccc2ccccc12)NC(=S)Nc1cccc(C(=O)O)c1	0	2	18	-7	1	-12	17	0
CCOc1cc(S(=O)(=O)N(CC)CC)ccc1Br	-8	7	17	0	13	-6	17	22
CC(C)CC(OC(=O)c1ccco1)C(=O)NCC1CCCO1 (stereo unspecified)	-6	5	8	2	3	-3	-6	-2
Fc1ccc2nc(Nc3nc4c(F)cc(F)cc4s3)sc2c1	.	.	.	0	-18	.	-32	-2
COc1cccc(CC2(CO)CCN(Cc3cccn3-c3cccnc3)CC2)c1	14	5	9	-1	-4	8	-2	18

Copied from the list.
Entry of COc1ccccc1-n1nnnc1SCC(=O)N1CCCC1=O in Jurkat NFkB inh: 13
Entry of O=C(NCc1nnc(SCC(=O)N2CCCC2)o1)c1ccccc1F in APJ antagonist: 16
Entry of CCOc1ccc2nc(SCCNS(=O)(=O)c3ccccc3)sc2c1 in 697 NFkB inh: -15

(further entries)
SMILES	697 NFkB inh	UBC13 inh	APJ antagonist	EBI2 block	CXCR6 inh	Jurkat NFkB inh	CCR6 antagonist	Gli-Sufu antag
CCOc1cccc(C(=O)Nc2ccc(NC(=O)c3cc4ccccc4o3)c(OC)c2)c1	-34	3	5	-7	-1	14	-11	-12
CC(C)Oc1cccc(-c2nnc(SCC(=O)Nc3ccc4c(c3)OCCO4)n2N)c1	-5	-1	5	0	-4	-16	19	-1
CCN(CC)C(=O)c1ccc(/C=C/c2c[nH]c3ccccc23)[n+](C)c1	18	-204	10	-6	-2	13	5	2
CS(=O)(=O)N(CC(=O)Nc1cc(Cl)ccc1Cl)c1ccccc1Cl	3	11	-1	-7	-1	1	-5	-2
Cc1cccc(N(CC(=O)NCC2CCCO2)C(=O)CCC(=O)Nc2nccs2)c1 (stereo unspecified)	8	0	10	8	-1	-2	-6	-24
O=C(CCn1c(=O)sc2ccccc21)Nc1nc2ccccc2s1	18	13	-5	-2	9	7	5	1
CC(OC(=O)CNC(=O)c1ccc(F)cc1)C(=O)Nc1ccc(S(=O)(=O)N2CCOCC2)cc1 (stereo unspecified)	0	-4	-7	2	4	2	-3	4
Cc1ccc(Nc2nc(N)c([N+](=O)[O-])c(NCc3ccco3)n2)cc1	-131	12	-5	26	0	-94	31	-7
Cc1[nH]c(SCC(=O)Nc2cc(C(N)=O)cc(C(N)=O)c2)nc1Cc1ccccc1	0	9	3	2	10	-6	5	0
COc1cc2c(cc1OC)C(C(=O)O)C(c1ccc(C)o1)N(C)C2=O (stereo unspecified)	-5	10	10	4	2	-5	2	1
O=[N+]([O-])c1ccc(-c2nnc(-c3ccccc3)c(NCCCO)n2)cc1	-77	-11	0	-1	-2	-38	8	3
COc1ccccc1NC(=O)COc1ccc(C(F)(F)F)cc1[N+](=O)[O-]	-2	-5	15	-4	-8	-4	14	-19
Cc1c(C(=O)Nc2ccc(C(=O)O)cc2)cnn1C	-25	-8	0	-13	-15	0	-7	3
CN(c1ccccc1)S(=O)(=O)c1cccc(C(=O)Nc2nn[nH]n2)c1	5	22	0	9	5	-2	17	0
OCC1CCCN(C(=S)Nc2ccc(Oc3ccccc3)cc2)C1 (stereo unspecified)	-93	4	0	-9	-5	-46	4	-65
CCOP(=O)(OCC)/C(C#N)=C/c1ccc(-c2ccc(F)cc2F)o1	-27	0	3	-1	3	-38	5	-5
CCN1CCN(CC(=O)N2N=C(c3cccs3)CC2c2ccc(OC)cc2)C(=O)C1=O (stereo unspecified)	23	-4	-10	-1	0	-11	9	5
O=C(COc1ccc(Cl)cc1)Nc1c(-c2cccs2)nc2ccccn12	-1	6	17	6	10	3	9	3
CCn1c(CNC(=O)COc2ccc(C(C)C)cc2)nnc1SCC(=O)NC1CCCCC1C (stereo unspecified)	-11	-7	-4	-3	-1	12	10	7
Cc1cc(C)c(N=Cc2c(O)n(-c3nccs3)c(=O)c3ccccc23)c(C)c1	6	-8	8	-16	6	0	25	7
COc1cccc(C(=O)C2CCCN(Cc3cccn3-c3ccccn3)C2)c1 (stereo unspecified)	-49	-7	14	7	0	1	10	34
CCc1nn(CC(=O)NCCCN(C)C2CCCCC2)c(=O)c2cc3occc3n12	-20	-2	9	-2	0	12	17	-1
CC1(C)OC2C(CO)OC(n3cnc4c(=S)nc[nH]c43)C2O1 (stereo unspecified)	7	11	-14	-4	1	-5	8	-18
COc1ccc(Cl)cc1NC(=O)COc1ccc(S(=O)(=O)N2CCOCC2)cc1C	12	13	-2	11	-12	5	-3	-8
CC(=O)c1ccc(C(=O)N2CCCC(Nc3ccc(C(C)C)cc3)C2)s1 (stereo unspecified)	-17	-2	-4	2	-1	6	17	6
O=[N+]([O-])c1ccc(Oc2ccc(F)cc2)c2ccncc12	13	-6	-25	-24	2	5	-17	1
COc1cccc(NC(=O)CSc2nnc(-c3ccoc3C)n2-c2ccccc2)c1	13	9	-8	.	.	8	3	-3
O=C(CCl)Nc1cccc(Oc2ccccc2)c1	-158	1	11	-3	1	39	-4	8
COc1ccccc1OCCNC(=O)C1CCN(C(C)=O)CC1	9	0	9	-6	9	-17	1	0
CCOP(=O)(OCC)C(Nc1ccccc1)c1cccnc1 (stereo unspecified)	6	-3	2	-9	-3	0	-1	.
Cc1ccc(-c2sc(C(=O)NN)c(C)c2C#N)cc1	-5	-3	-26	-17	-32	3	-13	-9
CC(=O)c1ccc(NC(=O)C2CCN(S(=O)(=O)c3ccc4c(c3)N(C(C)=O)CCO4)CC2)cc1	7	0	12	-1	-2	8	17	-5
CS(=O)(=O)c1ccc(C(=O)Nc2cc(S(C)(=O)=O)ccc2Cl)cc1	-15	-7	4	-8	0	14	-11	-5
Nc1cnn(C2CCCO2)c(=O)n1 (stereo unspecified)	-21	-3	15	-7	-1	-15	-34	-1
C=C(C)C(=O)Nc1cccc(C2=NOC3(C2)C[C@H](C(N)=O)N(C(=O)C(c2ccccc2)c2ccccc2)C3)c1 (stereo partly specified)	8	-33	-60	-4	-2	7	-1	-7
O=C(COC(=O)c1ccccc1C(=O)c1ccccc1)NCCc1ccc(Cl)cc1Cl	-7	2	-23	-16	13	0	22	3
O=C(Nc1nncs1)c1cc(-c2ccco2)nc2ccccc12	-33	-15	-6	7	0	-24	-4	8
CCOC(=O)c1c(CCl)nc2ccccc2c1-c1ccccc1	-4	5	12	-6	9	10	7	22
COc1ccc(NC(=S)NC2CCCCCC2)c(OC)c1	15	9	2	-4	4	-8	5	-8
CNc1oc(-c2ccc(C)cc2)nc1P(=O)(c1ccccc1)c1ccccc1	-112	-8	-4	-1	16	-124	9	4
CC1CC(C)CN(C(=O)C(Cc2ccccc2)n2cccc2)C1 (stereo unspecified)	12	-4	-2	0	-4	12	13	6
CC(NC(=O)CNC(=O)c1ccccc1F)c1ccc(-n2ccnc2)cc1 (stereo unspecified)	17	-8	-7	-7	-1	-2	6	1
O=C(Nc1ccccc1)Nc1ccc(S(=O)(=O)N2CCCCC2)cc1	8	7	-15	1	-16	-7	-5	-5

Source: PubChem
